# Screens as filed in PubChem.
# SMN2 splice enh: increases expression of the SMN2 splice variant; HEK293 SMN2-luciferase splicing reporter, luminescence, 30-36 h; Potency, µM (highest dose often 46.1 µM), for inactives: at the top dose activity change, positive = activation, most hits filed as activators; 2.8% of 210,000 active; AID 1458; further: % of control where 0% means no effect; nearly all actives have a fitted effect of over 55% in size
#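 HEK293 cells carry an SMN2 minigene-luciferase reporter in which exon 7 inclusion puts luciferase in frame. Cells were seeded at 2000 cells/well, attached for 10-12 hours, then exposed to compounds for 30-36 hours at 37C before ONE-Glo luminescence.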
# KDM4E inh: blocks human JMJD2E demethylase activity | Potency, µM (highest dose often 57.1 µM), for the others: top-dose activity change, negative = inhibition, usual class: inhibitors | JMJD2E catalytic domain, FDH-coupled NADH fluorescence (FDH is formaldehyde dehydrogenase) | AID 2147 | 1.6% of 230,000 active; active means well fitted inhibition curve with a large enough effect, not every such curve was filed as active; inconclusive means small, poorly fitted or top-dose-only effect, or another doubt; inactive means no such curve, though single readings can be large or run the other way;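 further: 0% = wells with enzyme and -100% = buffer wells without enzyme; nearly all actives have a fitted effect of over 50% in size; many of its hits are not listed in these tables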
# Target sequence (B2RXH2 1-337 limits assumed): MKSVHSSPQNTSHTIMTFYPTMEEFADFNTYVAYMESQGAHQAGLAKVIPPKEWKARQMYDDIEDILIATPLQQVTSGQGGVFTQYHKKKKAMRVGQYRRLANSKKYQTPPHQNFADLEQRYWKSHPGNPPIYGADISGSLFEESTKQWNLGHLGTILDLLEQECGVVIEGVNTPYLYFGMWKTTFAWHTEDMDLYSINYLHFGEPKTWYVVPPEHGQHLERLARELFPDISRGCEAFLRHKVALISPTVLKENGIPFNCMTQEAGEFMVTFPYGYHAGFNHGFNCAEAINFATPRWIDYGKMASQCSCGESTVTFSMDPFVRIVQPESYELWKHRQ
# GLA spleen mod: inhibitors or activators of human alpha-galactosidase in spleen homogenate; P06280; human spleen homogenate, 4MU-alpha-Gal fluorescence, 40 min; Potency, µM (titrated, usually from 80 µM), inactives show at the top dose activity change, negative = inhibition, most hits filed as inhibitors; 0.008% of 240,000 active;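 further: 0% = enzyme with vehicle and -100% = no enzyme basal signal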
# Target sequence (P06280 32-429 limits assumed): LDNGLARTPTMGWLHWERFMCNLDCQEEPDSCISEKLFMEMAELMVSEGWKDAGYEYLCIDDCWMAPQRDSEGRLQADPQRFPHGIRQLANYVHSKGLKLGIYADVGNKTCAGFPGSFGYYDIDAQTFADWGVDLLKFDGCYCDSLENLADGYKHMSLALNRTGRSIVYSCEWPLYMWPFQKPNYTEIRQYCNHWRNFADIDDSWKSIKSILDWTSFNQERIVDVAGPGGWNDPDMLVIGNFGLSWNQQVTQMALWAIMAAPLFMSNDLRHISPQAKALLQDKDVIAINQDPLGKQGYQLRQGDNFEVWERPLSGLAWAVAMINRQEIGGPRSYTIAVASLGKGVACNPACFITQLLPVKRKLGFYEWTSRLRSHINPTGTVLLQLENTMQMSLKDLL
#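 Human spleen homogenate (1 ug) as enzyme source, 4-methylumbelliferyl-alpha-D-galactopyranoside 1 mM final, citrate/phosphate pH 5.0 with 0.01% Tween-20. Compounds 40 min at 37C, NaOH/glycine stop; fluorescence Ex 365/Em 440, Hill-fit AC50.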
# ALDH1A1 block: blocks purified human ALDH1A1 activity. P00352. Purified ALDH1A1, NADH fluorescence, propionaldehyde substrate. Potency, µM (titrated, usually from 75.3 µM), without a hit: at the top dose activity, negative = inhibition, usual class: inhibitors. 7.3% of 220,000 active; active means well fitted inhibition curve with a large enough effect, not every such curve was filed as active; inconclusive means small, poorly fitted or top-dose-only effect, or another doubt; inactive means no such curve, though single readings can be large or run the other way;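 further: plate controls were no enzyme wells and a reference inhibitor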
# GAA inh: alpha-glucosidase (human) inhibition; P10253; purified human GAA, 4-MU-alpha-glucoside fluorescence; Potency, µM (series often up to 76.9 µM), for the others: at the top dose activity change, negative = inhibition, actives largely listed as inhibitors; 0.005% of 200,000 active; AID 1466;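 further: plate controls were uninhibited enzyme wells for no effect and no-enzyme background for full effect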
#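 Fluorogenic assay: 4 nM human alpha-glucosidase with 400 uM 4-methylumbelliferyl-alpha-D-pyranoside in 50 mM citrate/phosphate, 0.005% Tween-20, pH 5.0, 20 min at room temperature. Compounds tested up to 77 uM; AC50 from Hill fits.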
# GoLoco inh red: blocks human Gai1 binding to RGS12 GoLoco peptide, red readout; P63096; Gai1:RGS12 GoLoco peptide FP, rhodamine, 10 min; 0.44% of 230,000 active; Potency, µM (top dose mostly 61.6 µM), for the others: top-dose activity, negative = inhibition, hits mostly inhibitors; AID 880; active means well fitted inhibition curve with a large enough effect, not every such curve was filed as active; inactive means no such curve, though single readings can be large or run the other way; further: on the % scale 0 is the no-effect control and ±100 the full control effect; nearly all actives have a fitted effect of over 30% in size; many of its hits are not listed in these tables
# GAA spleen mod: inhibitors or activators of human alpha-glucosidase in spleen homogenate | human spleen homogenate, 4-MU-alpha-glucoside fluorescence | Potency, µM (doses to about 79.9 µM), without a hit: at the top dose activity change, negative = inhibition, actives largely listed as inhibitors | 0.006% of 240,000 active | AID 2112;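 further: 0% = enzyme with vehicle and -100% = no enzyme basal signal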
#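 Human spleen homogenate (1 ug) incubated with compounds and 1 mM 4-methylumbelliferyl-alpha-D-glucopyranoside in pH 5.0 citrate/phosphate buffer, 37 C, 40 min. Stopped at pH 10; 4-MU fluorescence (Ex 365/Em 440 nm); AC50 by Hill fit.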
# GAA glycogen mod: alters human alpha-glucosidase cleavage of glycogen. 0.38% of 300,000 active. P10253. recombinant GAA, glycogen substrate, Amplex Red glucose oxidase fluorescence. Potency, µM (highest dose often 76.4 µM), for the others: at the highest dose activity change, negative = inhibition, hits mostly inhibitors;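 further: 0% = full enzyme reaction and -100% = no-enzyme basal signal; the screen sought inhibitors and activators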
#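 Recombinant enzyme (4 nM final) with compounds titrated up to 77 uM and bovine liver glycogen (30 ug) in citrate pH 5.0, 0.01% Tween-20, 37 C 40 min. Released glucose detected by Amplex Red/glucose oxidase (Ex 573/Em 610); AC50 from Hill fits.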
# The depositor's hits bear a star; ? = inconclusive; . = no result given; [ ] = another dose, or the depositor's remark. Unless noted, the call rests on the fitted dose curve; in most records, active means well fitted curve in the direction sought with a large enough effect; inconclusive means small, poorly fitted or top-dose-only effect, or another doubt; inactive means no such curve, though single readings can be large; an effect the other way counts as inactive or inconclusive. Potency means the concentration at half of the fitted maximal effect. The list is partial, so the mix of outcomes need not match the whole.
SMILES,SMN2 splice enh,KDM4E inh,GLA spleen mod,ALDH1A1 block,GAA inh,GoLoco inh red,GAA spleen mod,GAA glycogen mod
Cc1ccc(NC(=O)N2CCCCC2)cc1NC(=O)N1CCCCC1,.,11.1%,13.6%,14.7%,-2.0%,-16.2%,-9.7%,-5.0%
CCN(CC)c1ccc(NC(=O)c2cnn(CC)c2)cc1,2.4%,10.9%,0.0%,2.0%,-1.7%,40.9%[activator],-0.3%,-7.3%
CCOC(=O)c1c(C)c(C(=O)NCCc2ccc(S(N)(=O)=O)cc2)c(C)n1CC,.,-0.3%,3.8%,?,-1.3%,.,3.5%,3.8%
O=S(=O)(NCCNS(=O)(=O)c1ccccc1)c1ccccc1,-3.6%,10.3%,2.1%,-5.9%,-6.7%,4.4%,-6.5%,1.9%
Cc1ccc(NC(=O)N2CCC(C(=O)NCC(C)C)CC2)cc1,.,1.6%,16.6%,9.3%,5.1%,.,-9.5%,5.5%
CCN(CC)CCNC(=O)CCCCn1c(=S)[nH]c2c([nH]c3ccc(OC)cc32)c1=O,-8.5%,?,7.7%,?,-9.9%,-24.6%,6.2%,25.1µM*
CCS(=O)(=O)N1CCC(C(=O)NCc2cccs2)CC1,44.5%,0.5%,11.4%,-9.6%,-0.1%,-6.2%,0.4%,3.1%
O=C(CSCc1cccc(F)c1)NCc1ccccc1,14.7%,-2.5%,6.9%,-11.5%,-2.1%,12.3%,4.9%,-11.9%
CC(=O)c1cccc(N(CC(=O)Nc2ccc(F)cc2)S(C)(=O)=O)c1,-3.3%,1.1%,5.9%,-3.9%,-2.4%,6.5%,-0.6%,5.1%
CCC(CC)=N/N=C/c1c(O)n(CC)c2cc(C3=NNC(=O)CC3)ccc12,2.4%,0.7%,3.1%,1.2%,4.4%,-3.3%,4.3%,?
OC(COc1ccccc1)CN1CCCCCC1 (configuration not stated),-0.2%,3.2%,7.4%,-0.1%,-7.8%,7.6%,.,6.6%
Cc1cccc(CSCC(=O)NCc2ccc(S(N)(=O)=O)cc2)c1,-4.5%,-2.4%,2.5%,-0.6%,8.5%,10.4%,3.2%,-9.7%
Cc1ccc(-c2csc(NC(=O)CCNC(=O)c3ccccc3Cl)n2)cc1,-66.1%[inhibitor],-4.8%,-10.7%,-15.7%,-2.2%,11.9%,3.4%,-0.5%
Cc1nc(NC(=O)c2ccco2)sc1C(=O)Nc1ccc(Br)cc1,-15.3%,?,2.7%,-4.4%,-2.3%,24.1%,2.4%,2.4%
Cc1ccc(C)c(NC(=O)CSc2nc(C)cc(C)c2C#N)c1,4.4%,-4.2%,3.1%,10.7%,2.7%,7.7%,-5.3%,0.8%
O=[N+]([O-])c1cccc(Cl)c1NCCNS(=O)(=O)c1ccccc1,-8.0%,-1.2%,-9.6%,11.2µM*,-9.1%,-3.5%,-10.0%,7.3%
COC(=O)c1ccccc1SC1CC(=O)N(c2cccc(C)c2)C1=O (configuration not stated),-9.3%,?,6.0%,17.8µM*,1.1%,-14.5%,-13.0%,-13.4%
CCOC(=O)C1=C(C)NC(=O)/C1=C\N(C)C,17.4%,-0.8%,8.2%,?,-10.3%,-5.5%,5.5%,-4.1%
COc1ccccc1C(=O)N/C(=C\c1ccc(Br)cc1)C(=O)NCCO,18.9%,8.0%,-25.0%,-2.2%,-2.8%,8.0%,0.3%,-6.8%
CCCc1nnc(NC(=O)CCC(=O)N2CCN(c3ccccn3)CC2)s1,4.1%,?,5.3%,?,1.4%,12.9%,-5.2%,2.6%
COc1ccc(CCNC(=O)CC2SC(=NCCC(C)C)NC2=O)cc1OC (configuration not stated),-3.1%,12.3%,2.8%,?,1.5%,2.0%,4.0%,1.1%
Cc1ccc(S(=O)(=O)Cn2nnnc2C(CC(C)C)N2CCN(C(=O)c3ccco3)CC2)cc1 (configuration not stated),-21.8%,-3.3%,2.9%,?,-6.2%,3.1%,0.2%,-16.3%
Cc1ccc(NC(=O)CSc2nn(-c3ccc(Cl)cc3)c(=S)s2)cc1S(=O)(=O)N(C)C,-58.5%[inhibitor],-11.6%,-5.8%,14.1µM*,-0.3%,130.1%[activator],-0.9%,-10.0%
CCN1CCc2c(OCC(=O)Nc3cccc(C)c3)cccc2C1=O,8.4%,-7.3%,3.3%,12.6%,1.2%,7.4%,7.5%,-8.8%
O=C(c1ccc(Cn2ccc([N+](=O)[O-])n2)cc1)N1CCN(Cc2ccccc2)CC1,.,6.3%,4.2%,.,.,7.7%,10.5%,4.0%
Cc1ccc(NC(=O)C2(c3ccccc3)CCOCC2)cc1,-6.7%,1.2%,-14.1%,3.1%,9.8%,-0.5%,-24.9%,-10.8%
CCOC(=O)C1=C(C)NC2=C(C(=O)CCC2)C1c1cc(OC)ccc1OC (configuration not stated),4.1%,?,-5.8%,-1.0%,-0.2%,-10.4%,-11.0%,3.0%
Cc1ccc(OCC(=O)N/N=C/c2c[nH]c3ccccc23)c([N+](=O)[O-])c1,-3.1%,15.0%,-9.5%,10.4%,?,4.7%,-0.9%,1.8%
O=C(C[n+]1cc(-c2ccccc2)n2c1CCC2)OCc1ccccc1,-4.7%,2.5%,-9.4%,2.4%,-2.1%,-7.8%,-2.7%,2.8%
O=C(COC(=O)c1c(Cl)cccc1Cl)NC1CCCCC1,-4.6%,1.2%,-2.3%,0.2%,-7.6%,0.4%,1.6%,-0.7%
CCNC(=O)CN(c1ccc(CC)cc1)S(C)(=O)=O,-5.8%,2.1%,-1.1%,5.2%,-2.5%,-0.8%,15.4%,5.6%
CC1=Nc2cc(C(=O)NCc3ccco3)ccc2Sc2ccc(C)cc21,-2.7%,-14.9%,7.9%,5.5%,12.0%,23.5%,2.3%,-2.9%
CCOc1ccc(S(=O)(=O)N2CCCCC2)c(C)c1C,-7.2%,2.3%,-1.4%,?,1.0%,23.9%,0.6%,0.6%
Cc1cnc(NC(=O)CSc2ccccc2)s1,-14.8%,-1.2%,2.1%,-3.6%,-4.1%,-13.5%,1.5%,2.5%
CS(=O)(=O)N(CCc1ccccc1)CC(=O)NCc1ccc(Cl)cc1,.,3.0%,-2.0%,-13.7%,?,3.3%,0.2%,6.2%
COC(=O)C(CC(=O)c1ccc(Cl)cc1)c1ccc(C(C)C)cc1 (configuration not stated),23.0%,9.9%,-2.5%,-6.9%,-10.1%,2.8%,-5.3%,-3.6%
C#CCn1c(=NC(=O)CSCC(=O)N2CCOCC2)sc2ccccc21,-8.2%,-10.9%,2.2%,-16.4%,0.4%,3.5%,7.2%,1.1%
Cn1c2ccccc2c2cnn(CC(=O)Nc3ccc(F)cc3F)c(=O)c21,.,0.1%,2.3%,.,.,43.8%[activator],0.1%,4.1%
CO[C@H]1[C@H](O[C@H]2O[C@@H](C)[C@@H](O[C@@H]3C[C@](C)(O)[C@H](OC(=O)CC(C)C)[C@H](C)O3)[C@@H](N(C)C)[C@@H]2O)[C@@H](CC=O)C[C@@H](C)[C@@H](O)/C=C\C=C/C[C@@H](C)OC(=O)C[C@H]1OC(C)=O,-13.7%[20.6 µM],-0.1%[25.5 µM],6.1%[29.1 µM],11.7%[20.9 µM],.,7.7%[21.6 µM],6.7%[29.1 µM],.
Cc1ccc(OCC(=O)c2ccc(Cl)s2)c([N+](=O)[O-])n1,-4.0%,?,?,2.24µM*,-1.9%,60.0%[activator],-29.0%,-18.2%
CCNC(=O)COC(=O)c1cc(-c2ccc(OC)cc2)nc2ccccc12,-1.2%,?,20.1%,?,3.9%,-2.2%,6.5%,-7.3%
Cc1nc2c(-c3ccc(F)cc3)c(C)nn2c(C)c1CCC(=O)Nc1ccccc1,.,?,10.8%,.,.,3.3%,8.7%,5.2%
Cc1ccc(S(=O)(=O)NCC(=O)OCC(=O)NC(=O)c2cccn2C)cc1,7.4%,-7.3%,-1.9%,?,-2.0%,15.8%,0.4%,4.0%
Clc1ccc(N/N=C/c2cccs2)nn1,.,-4.1%,5.1%,-10.1%,-5.8%,-5.3%,-2.1%,-6.6%
Cc1ccc(CNC(=O)C2CC(=O)N(c3ccc(OCC(=O)N4CCCC4)cc3)C2)cc1 (configuration not stated),25.5%,6.2%,4.9%,-7.8%,-1.4%,-6.1%,0.0%,-4.1%
C[C@@H]1NC(=O)c2cc([N+](=O)[O-])cc(I)c2NCCCC[C@@H](C(N)=O)NC(=O)[C@H](CC(N)=O)NC1=O,4.1%,3.4%,7.6%,?,4.3%,-4.1%,-1.8%,11.6%
Cn1c(CCN2CCOCC2)nc2cc(NC(=O)c3cccs3)ccc21,7.2%,3.0%,-0.8%,-13.0%,6.4%,2.1%,-1.0%,8.2%
